# K1F lysis inhibition = inhibition of K1F phage lysis, E. coli UTI89, bacterial capsule biogenesis inhibitors, alamar blue (AID 488966); E. coli UTI89 K1F phage lysis, alamar blue, 2 h; higher % means a stronger effect; inhibition, % at 100 µM; hits with a dose series show IC50 in µM; hit rate 0.02% among 340,000;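 active means phage lysis inhibition, versus mean bacterial control, above a set limit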;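 further: capsule biogenesis inhibitors block K1F phage lysis so surviving cells raise fluorescence; higher fluorescence means more inhibition of phage lysis; actives were called in the ten point dose series up to 300 µM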
# T cell HTS = modulators of CD8 T cell-vesicle binding, primary screen, mouse 2C CD8+ T cells, flow cytometry. 2C CD8+ T cell-vesicle binding; active compounds read low. calls only at 7 µM. hit rate 0.068% among 330,000. AID 2052, 2009;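 active means response, share of CD8 T cells binding vesicles, and their 90th percentile fluorescence all below set limits, cut at about 80% in these data, passing the limit was not always enough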
#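 Assay system – 2C mouse CD8+ T cells · Also added – QL9-loaded Drosophila micro-vesicles · Timing – Cell–vesicle co-incubation 1.5 h at 37 °C, staining 20 min on ice · Signal – flow cytometry of vesicle-bound cells · Measure – percent CD8+ FL2 mean versus row control · Controls – Peptide-free naked vesicles (low) and QL9 vesicles with 0.7% DMSO vehicle (high)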
# RSV antiviral HEp-2 = RSV antiviral activity via CPE protection, HEp-2 cells, primary 10 µM value included (AID 2391) | CPE inhibition, % at 10 µM; hits with a dose series show IC50 in µM | HEp-2 cells, RSV-induced CPE inhibition; higher % means a stronger effect | hit rate 0.13% among 310,000; in the data active means a potency from the dose series; further: strong numbers were not always called active
# T cell HTS vesicle-bound % = also measured in T cell HTS; calls as there; double positive events, %; measured here: CD8+ vesicle-bound cell fraction;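 binding gate set so that unloaded-vesicle control wells show 10% double positive cells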
# * = called active by the depositor; i = inactive; [ ] = remark or other dose. The list is partial, so the mix of outcomes need not match the whole.
Compound | K1F lysis inhibition | T cell HTS | T cell HTS vesicle-bound % | RSV antiviral HEp-2
O=C(OC1CCOC1=O)c1cc(S(=O)(=O)N2CCOCC2)c(Cl)cc1Cl (stereo not given) | 0.6%[50 µM] | i | 37 | -0.2%
CCc1noc(C)c1C(=O)Nc1nc(-c2ccc(OC)cc2)cs1 | 0.5%[50 µM] | i | 31 | 3.8%
O=C1c2ccccc2NC(c2ccc(Br)o2)N1O (stereo not given) | -5.2% | i | 24 | -1.1%
CCN(C(=O)COC(=O)CCc1c[nH]c2ccccc12)c1c(N)n(Cc2ccccc2)c(=O)[nH]c1=O | 0.6%[50 µM] | i | 55 | -2.6%
O=C(C1CCN(S(=O)(=O)c2ccc(Cl)c(C(F)(F)F)c2)CC1)N1CCC1 | 1.1%[50 µM] | i | 35 | 3.1%
CN(Cc1c(F)cccc1Cl)C(=O)c1cccc(S(=O)(=O)NCc2ccccc2)c1 | 0.0%[50 µM] | i | 33 | 6.8%
COc1ccc(OC)c(S(=O)(=O)NCC(c2ccco2)N2CCc3ccccc32)c1 (stereo not given) | -0.3%[50 µM] | i | 36 | -0.2%
COc1ccccc1NS(=O)(=O)c1cccc(C(=O)NCC(c2ccco2)N2CCCC2)c1 (stereo not given) | 0.5%[50 µM] | i | 36 | -0.3%
COC(=O)[C@H]1[C@H]2C[C@@H]3c4[nH]c5cc(OC)ccc5c4CCN3C[C@H]2C[C@@H](OC(=O)c2cc(OC)c(OC)c(OC)c2)[C@@H]1OC | 9.0% | i | 31 | 1.4%
O=C(c1cc(Cl)nc2ccccc12)N1CCN(S(=O)(=O)c2cccc(F)c2)CC1 | 0.6%[50 µM] | i | 51 | 0.6%
CCC(c1nnc(SCC(=O)NCC2CCCO2)n1Cc1ccccc1)N(C)C (stereo not given) | 2.4% | i | 16 | 0.7%
Cc1ccc(-n2nnnc2SCC(=O)c2c(N)n(C3CC3)c(=O)[nH]c2=O)cc1 | -0.6% | i | 41 | 2.1%
CC(C)N(Cc1nc2ccccc2c(=O)[nH]1)C(=O)c1ccc(NC(=O)CSc2nnnn2C)cc1 | 1.8%[50 µM] | i | 49 | 0.6%
CC(C)Oc1ccc(S(=O)(=O)N2CCOCC2)cc1NC(=O)C1COc2ccccc2O1 (stereo not given) | 0.5%[50 µM] | i | 27 | 1.3%
OCc1ccc2c(c1)c(-c1ccc3c(c1)OCCO3)c(-c1ccccc1)n2-c1ccccc1 | 0.1% | i | 33 | 1.2%
O=C(NCC(c1ccc(F)cc1)N1CCOCC1)c1cccnc1Sc1ccccc1 (stereo not given) | 0.9%[50 µM] | i | 38 | -0.4%
CC(C)C[C@H]1CN=C(Nc2ccccc2)N1CCc1ccc(F)cc1 | -0.3% | i | 54 | -1.1%
CC1CN(S(=O)(=O)c2cc(C(=O)NCc3ccncc3)ccc2Cl)CC(C)O1 (stereo not given) | 0.3%[50 µM] | i | 36 | 1.4%
CC(C)(Oc1ccc(C2CC2(Cl)Cl)cc1)C(=O)O (stereo not given) | -1.6% | i | 23 | 0.3%
CS(=O)(=O)c1ccc(-c2cccc(NC(=O)c3ccc(Br)o3)c2)nn1 | 0.3%[50 µM] | i | 39 | -0.9%
Cc1cc(C)c(OCC(=O)OCC(=O)N2CCCc3ccccc32)c(C)c1 | 0.9%[50 µM] | i | 32 | 0.6%
COc1ccc(C(=O)Nc2cc(S(=O)(=O)N3CCCCC3)ccc2OC)cc1 | -0.2%[50 µM] | i | 39 | 1.0%
COc1ccc(-c2cc(C(=O)NCC(c3ccco3)N(C)C)c3ccccc3n2)cc1OC (stereo not given) | 1.4%[50 µM] | i | 58 | -1.7%
O=C(COc1ccc2ccc(=O)oc2c1)Nc1ccc(N2CCCCC2)cc1 | 0.7%[50 µM] | i | 50 | 1.5%
Nc1nonc1-n1nnc(C(=O)N/N=C/c2ccccc2F)c1CN1CCOCC1 | 0.3% | i | 46 | 1.2%
O=C(NCCS(=O)(=O)NCc1ccc(F)cc1)c1ccccc1 | 1.0%[50 µM] | i | 43 | 0.8%
COc1ccccc1N1CC(C(=O)NCCN2C(=O)S/C(=C\c3cccnc3)C2=O)CC1=O (stereo not given) | 0.5%[50 µM] | i | 14 | 1.1%
CCCCn1nc(C(=O)Nc2cc(C(F)(F)F)ccc2N2CCOCC2)ccc1=O | -0.3%[50 µM] | i | 27 | 6.4%
CC1(C)Nc2ccccc2C(=O)N1c1ccc(Br)cc1 | -1.4% | i | 17 | 14%
Cc1ccc2nc(SCC(=O)Nc3cccnc3Cl)[nH]c2c1 | 0.5%[50 µM] | i | 25 | 1.1%
O=C(NC1CCSc2ccccc21)c1cc(S(=O)(=O)N2CCOCC2)ccc1Cl (stereo not given) | -0.1%[50 µM] | i | 35 | 2.6%
COc1ccc(NC(=O)COC(=O)COc2cccc3c2OC(C)(C)C3)cc1 | 0.4%[50 µM] | i | 31 | 0.2%
COc1ccc(C(CNC(=O)c2cccc(NS(=O)(=O)c3ccc(C)c(F)c3)c2)N2CCOCC2)cc1 (stereo not given) | 0.0%[50 µM] | i | 42 | -0.3%
COc1cc(S(C)=O)ccc1-c1nc2ncccc2[nH]1 (stereo not given) | -1.9% | i | 11 | -1.8%
CCOC(=O)N1CCN(C(=O)c2cccc(S(=O)(=O)Nc3ccc(OC)cc3)c2)CC1 | 0.9%[50 µM] | i | 22 | -0.7%
Cc1ccc(C)c(NC(=O)C2CCCC2)c1 | -0.8% | i | 16 | 0.7%
CC(=O)NC(CC(=O)OCC(=O)c1c(N)n(CC(C)C)c(=O)n(C)c1=O)c1ccccc1 (stereo not given) | 1.3%[50 µM] | i | 37 | 0.4%
Cc1cc(C)cc(N)c1 | -0.9% | i | 20 | 1.3%
Cc1ccc(S(=O)(=O)N(C)C)cc1NC(=O)COC(=O)/C=C/c1cccs1 | 0.7%[50 µM] | i | 55 | -1.2%
CC(Oc1ccccc1)C(=O)N1CCN(c2ncccn2)CC1 (stereo not given) | 0.9%[50 µM] | i | 14 | 0.4%
COc1ccc(S(=O)(=O)N2CCN(C(=O)CCOc3ccccc3)CC2)cc1OC | 1.8%[50 µM] | i | 34 | 1.1%
CCCn1c(N)c(C(=O)CSc2nc3ncc(Cl)cc3[nH]2)c(=O)n(C)c1=O | 0.7%[50 µM] | i | 42 | 0.7%
CCN1C(=O)[C@H]2[C@@H](c3ccc(SC4CCCCC4)cc3)N3CCCC[C@@]3(C(=O)OC)[C@H]2C1=O | -0.1% | i | 17 | 1.1%
COc1ccccc1NS(=O)(=O)c1ccc(C)c(C(=O)NC2=NCCS2)c1 | 0.2%[50 µM] | i | 41 | 0.5%
CCCN(C(=O)c1ccc(S(=O)(=O)N2CCCC2)cc1)C1CCS(=O)(=O)C1 (stereo not given) | 0.6%[50 µM] | i | 63 | 0.8%
O=S1OC(c2ccccc2)c2cc(Cl)ccc21 (stereo not given) | 0.3% | i | 16 | 3.8%
O=C(CN1CCN(S(=O)(=O)c2ccccc2F)CC1)NCC1(N2CCOCC2)CCCCC1 | 0.4%[50 µM] | i | 29 | 0.9%
COc1ccc(CC(=O)OCC(=O)NC(=O)NC2CCCC2)cc1 | 1.8%[50 µM] | i | 55 | 1.4%
O=C(COC(=O)c1ccc(S(=O)(=O)N2CCCC2)cc1)Nc1cccc(F)c1 | 0.4%[50 µM] | i | 37 | 1.1%
COc1ccc(-c2c(-c3cc(OC)cc(OC)c3)n(C)c3ccc(-c4ccc(N(C)C)nc4)cc23)cc1 | 1.1% | i | 44 | 1.1%
Cc1noc(C)c1COc1ccc(C(=O)N2CC(C)CC(C)C2)cc1 (stereo not given) | 0.8%[50 µM] | i | 9 | 1.2%
COc1cccc(/C=N/NC(=O)CN(C)S(=O)(=O)c2ccccc2)c1OC | 0.7%[50 µM] | i | 33 | 1.6%
CC(=O)Nc1ccc(Oc2nc(-c3cccnc3)nc3sc4c(c23)CCCC4)cc1 | -0.2%[50 µM] | i | 28 | 0.0%
CN(C)S(=O)(=O)c1ccc(N2CCCC2)c(C(=O)NCC2COc3ccccc3O2)c1 (stereo not given) | 1.6%[50 µM] | i | 55 | -2.3%
COc1ccc(CCC(=O)Nc2ccc(S(=O)(=O)Nc3ncccn3)cc2)cc1 | 0.7%[50 µM] | i | 8 | 1.2%
CCc1ccc(CN(C)C(=O)c2cc(S(=O)(=O)N3CCOCC3)ccc2N2CCCC2)cc1 | -0.7%[50 µM] | i | 42 | 1.2%
O=C(Oc1ccc(-c2nnco2)cc1)c1ccco1 | -1.2% | i | 42 | -1.4%
COc1cc(OC)cc(-c2nnc(NC(=O)CCS(=O)(=O)c3ccc(C)cc3)o2)c1 | -1.5% | i | 44 | 0.3%
Cc1cnc(NC(=O)c2ccc3c(c2)OCCO3)s1 | 1.0%[50 µM] | i | 40 | 1.9%
Cc1ccc(C)c(COc2coc(CN3CCN(C(=O)c4ccco4)CC3)cc2=O)c1 | 0.5%[50 µM] | i | 20 | -0.3%

# Continued:
Compound | K1F lysis inhibition | T cell HTS | T cell HTS vesicle-bound % | RSV antiviral HEp-2
COc1ccc(OC)c(CN2CCN(C(=O)CN3C(=O)NC4(CCCC4)C3=O)CC2)c1 | 0.7%[50 µM] | i | 29 | -1.6%
CC1CCCC(NC(=O)c2ccc3c(c2)OCCO3)C1C (stereo not given) | 0.7%[50 µM] | i | 33 | 1.6%
COc1ccccc1NC(=O)c1cccc(S(=O)(=O)N2CCN(c3ccccc3)CC2)c1 | 1.8%[50 µM] | i | 35 | 5.3%
CCNc1nc(NCC)n2c(SCC(=O)Nc3ccc(C)c(C)c3)nnc2n1 | 0.8%[50 µM] | i | 15 | -1.6%
O=C(NCCc1ccccc1)C1CCC(Cn2c(=O)c3ccccc3n(Cc3cccc(Cl)c3)c2=O)CC1 (stereo not given) | 1.7%[50 µM] | i | 56 | 1.5%
CCOC(=O)C1=C(COC(=O)Cc2ccccc2F)NC(=O)NC1C (stereo not given) | 0.6%[50 µM] | i | 49 | -0.2%
CCCCOCCOCCOCCCC | 4.2% | i | 22 | 0.5%
Cc1ccc(NC(=O)COc2ccc3c(c2)CCC3)nc1 | -0.9% | i | 39 | 1.4%
CCOC(=O)C1CCN(C(=O)CN2C(=O)NC3(CCCCC3)C2=O)CC1 | 0.5%[50 µM] | i | 39 | 2.3%
CCN(C(=O)C(C)OC(=O)CCCNC(=O)c1ccc(Cl)cc1)c1ccccc1 (stereo not given) | 0.4%[50 µM] | i | 26 | 1.1%
CCN(CC(=O)Nc1c(F)cccc1F)C(=O)C1CCN(S(=O)(=O)c2ccc(F)cc2)CC1 | 1.3%[50 µM] | i | 38 | -0.7%
O=C(COC(=O)/C=C/c1ccc(C(F)(F)F)cc1)NC1CCS(=O)(=O)C1 (stereo not given) | 0.8%[50 µM] | i | 26 | 2.2%
COc1ccccc1N1CCN(S(=O)(=O)c2c[nH]c(=O)[nH]c2=O)CC1 | 1.6%[50 µM] | i | 37 | -1.2%
Cc1ccc(S(=O)(=O)Nc2ccccc2F)cc1C(=O)NNC(=O)c1ccccc1O | 2.1%[50 µM] | i | 15 | 1.7%
O=C(OCC(=O)N1CCCC1)c1ccc(Cl)nc1 | 1.1%[50 µM] | i | 41 | 2.1%
COc1ccc(CN(C)CC(=O)NCC(=O)Nc2c(C)cccc2C)cc1 | 0.2%[50 µM] | i | 36 | -0.6%
CC(C)n1ncc2c(C(=O)Nc3cccc(S(=O)(=O)N(C)C)c3)cc(C3CC3)nc21 | 0.0%[50 µM] | i | 37 | 1.9%
COc1ccccc1C(=O)NC(=O)COC(=O)c1cc[n+]([O-])cc1 | 1.2%[50 µM] | i | 13 | -1.5%
CC1(C2CC2)NC(=O)N(CC(=O)Nc2ccc(C(F)(F)F)cc2)C1=O (stereo not given) | -0.6% | i | 2 | 1.9%
CC(OC(=O)c1ccc(Cl)c([N+](=O)[O-])c1)C(=O)N1CCN(Cc2ccccc2)CC1 (stereo not given) | 0.4%[50 µM] | i | 25 | 1.8%
COc1ccccc1NC(=O)C(C)OC(=O)CN1C(=O)C2CC=CCC2C1=O (stereo not given) | 1.6%[50 µM] | i | 19 | -0.6%

# Two compounds picked at random from those above:
Compound | K1F lysis inhibition | T cell HTS | T cell HTS vesicle-bound % | RSV antiviral HEp-2
CC1CCCC(NC(=O)c2ccc3c(c2)OCCO3)C1C (stereo not given) | 0.7%[50 µM] | i | 33 | 1.6%
CCCCOCCOCCOCCCC | 4.2% | i | 22 | 0.5%

# Results in T cell HTS vesicle-bound %, K1F lysis inhibition and RSV antiviral HEp-2, for some of the entries so far:
Molecule | T cell HTS vesicle-bound % | K1F lysis inhibition | RSV antiviral HEp-2
Cc1ccc(C)c(NC(=O)C2CCCC2)c1 | 16 | -0.8% | 0.7%
CC(=O)NC(CC(=O)OCC(=O)c1c(N)n(CC(C)C)c(=O)n(C)c1=O)c1ccccc1 (stereo not given) | 37 | 1.3%[50 µM] | 0.4%
Cc1cc(C)cc(N)c1 | 20 | -0.9% | 1.3%
Cc1ccc(S(=O)(=O)N(C)C)cc1NC(=O)COC(=O)/C=C/c1cccs1 | 55 | 0.7%[50 µM] | -1.2%
CC(Oc1ccccc1)C(=O)N1CCN(c2ncccn2)CC1 (stereo not given) | 14 | 0.9%[50 µM] | 0.4%

# Source: PubChem BioAssay
